NR2E3 ag-1 – agonists of human NR2E3 nuclear receptor | hit rate 0.35% among 360,000 | CHO-S Gal4-NCOR/VP16-NR2E3 two-hybrid, luciferase | AID 602229 | inhibition of corepressor binding, % at 3.98 µM;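 active = inhibition above the mean of all tested compounds plus 3 SD, cut at about 70% in these data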;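 note: 0% = DMSO with NR2E3 transfected cells and 100% = cells lacking NR2E3 construct; higher means lower luciferase signal from less NR2E3 corepressor binding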
CaV13 FRET inh – Primary screen for inhibitors of IQ motif and Ca2+-dependent inactivation inhibitor domain binding in CACNA1D, Förster resonance energy transfer in living cells, …; HEK cells, CFP/YFP FRET ICDI-IQ, plate reader, 10 min; percent FRET-ratio fall versus neutral wells; inhibition, % at 12.3 µM; hit rate 0.098% among 340,000;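 active = mean replicate inhibition of at least 30% and at least 1% of replicates passing that level; inconclusive = only one of the two criteria is met; inactive = neither criterion is met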;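 note: 0% = median of the neutral control wells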
KKLEB cytotox – reduces viability of KKLEB cystic fibrosis airway cells. hit rate 0.36% among 360,000. KKLEB CF airway cells viability, ATPlite luminescence, overnight; active compounds read low; cells stimulated with P. aeruginosa culture filtrate. activity change (cytotoxicity), % at 5 µM;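 active = corrected activity change at or below -50% at 5 µM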
Vif inh – blocks HIV Vif function. HEK293T cells, Vif self-association by quenched fluorescence, imaging, 24 h. inhibition, % at 7.49 µM. hit rate 0.35% among 340,000; in the data active = inhibition above about 50%, passing the limit was not always enough; inconclusive = no clear call, values can overlap the other calls; inactive = below about 31%; note: some results filed as inactive read as strong as hits
NR2E3 ag-2 – NR2E3 (human) agonism; inhibition of corepressor binding, % at 4.78 µM; AID 2300; Q9Y5X4; hit rate 0.12% among 320,000; GST-NR2E3/biotin-RetCOR TR-FRET, 1536-well;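 active = percent inhibition above the cutoff of mean plus 3 SD of all tested compounds, set per screening campaign, cut at about 20% in these data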;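 note: 0% = DMSO wells and 100% = biotin wells as full block of FRET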
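system = GST-tagged NR2E3 plus biotinylated RetCOR corepressor | input = 1.35 nM GST-NR2E3 | also added = 7 nM biotin-RetCOR | schedule = 5 h incubation at 4 °C | measured by = TR-FRET with europium anti-GST and streptavidin-D2, 340 nm excitation | read-out = percent loss of FRET ratio relative to control wells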
MITF TRPM1 inh – inhibitors of MITF-driven TRPM1 promoter in melanoma cells. inhibition, % at 12.5 µM. SK-MEL-5 TRPM1 promoter luciferase, 24 h. AID 488899. hit rate 0.83% among 330,000;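 active = mean inhibition across replicates of 60% or more, whatever share of single replicates reaches that level; inconclusive = some that reach 60%, reason not given; inactive = mean inhibition across replicates below 60%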; note: values of inactives mirror those of a sister screen read the other way
PDI turbidity – inhibitors of human protein disulfide isomerase. P07237. PDI insulin aggregation turbidity, A650, 90 min. inhibition, % at 10 µM. hit rate 0.052% among 350,000. AID 588391;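 active = mean inhibition across replicates of 30% or more, whatever share of single replicates reach that level; inconclusive = mean inhibition below 30% while every single replicate reaches 30%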;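 note: absorbance from insulin aggregation driven by PDI reduction with DTT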
CF NFkB block – inhibitors of cystic fibrosis induced NF-kB; KKLEB NF-kB-GFP reporter, PAF-induced, GFP fluorescence overnight; inhibition, % at 5 µM; hit rate 0.86% among 360,000;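 active = at least 50% inhibition at 5 µM, scaled per plate between neutral and stimulator controls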;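 note: PAF is a Pseudomonas aeruginosa culture filtrate used as stimulus; plate controls were PAF-stimulated DMSO wells for no effect and unstimulated DMSO wells for full effect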
Shn3 3UTR inh – inhibitors of Schnurri-3 3'UTR reporter in osteoblasts | Clone20 osteoblast Shn3 3'UTR firefly luciferase, 24 h | inhibition, % at 12.5 µM | AID 588674 | hit rate 0.52% among 360,000;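 active = mean inhibition of at least 75% with every replicate also reaching 75%; inconclusive = mean inhibition at least 75% but some replicate below; inactive = mean inhibition below 75%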;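 note: 0% = median of neutral control wells and 100% = pilot-screen positive control compound; some compounds past the cut are filed as inactive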
HIF-2a inh – HIF-2a inhibition | 786-0 RCC cells HIF-2a reporter, luciferase luminescence, overnight | AID 624352 | hit rate 0.72% among 360,000 | inhibition, % at 18.8 µM;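 active = inhibition of the luminescence signal of 40% or more relative to plate controls, in a single-dose primary screen at 18.75 µM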
Peg3 prom inh – reduces Peg3 promoter-driven luciferase expression in HeLa; HeLa PEG-Prom luciferase reporter, luminescence, overnight; inhibition, % at 20 µM; hit rate 1.7% among 360,000; AID 588405;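 active = inhibition of at least 50% at 20 µM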
* marks the source's active call; other numbers are inactive results; ? = inconclusive; . = no result given.

SMILES | NR2E3 ag-1 | CaV13 FRET inh | KKLEB cytotox | Vif inh | NR2E3 ag-2 | MITF TRPM1 inh | PDI turbidity | CF NFkB block | Shn3 3UTR inh | HIF-2a inh | Peg3 prom inh
N#Cc1cccc(NS(=O)(=O)c2ccc(S(=O)(=O)N3CCOCC3)cc2)c1 | 8 | -19 | 16 | -6 | 1 | 6 | 2 | 7 | -2 | 3 | -2
COc1ccc(NC(C)=O)cc1C | -1 | -5 | 2 | 0 | 0 | 1 | -18 | 11 | -18 | 14 | 6
CCC(CC)N=C1NS(=O)(=O)c2cc([N+](=O)[O-])ccc21 | -21 | -3 | 10 | -2 | -2 | 26 | 6 | -4 | 6 | 4 | 19
COc1cccc(/C=N/NC(=O)c2nc(-c3ccccc3)cc(-c3ccccc3)n2)c1 | -29 | -3 | -5 | -1 | 3 | -28 | -12 | -12 | 13 | -41 | 16
O=C(N/C(=C/c1ccco1)C(=O)N1CCOCC1)c1ccccc1Br | 19 | -4 | 14 | -3 | 0 | 9 | 2 | -38 | 16 | 4 | 8
O=C(O)c1ccc(-n2c(/C=C/c3cccc([N+](=O)[O-])c3)nc3ccccc3c2=O)cc1 | 9 | -20 | 6 | 21 | 3 | 5 | -8 | -5 | -6 | 12 | 13
O=C(Cc1ccccn1)c1ccc(Cl)cc1 | -6 | -11 | 12 | -1 | 4 | -94 | 11 | -11 | -136 | -260 | -318
CCOc1ccc(C(NC(=O)/C=C/c2ccco2)c2ccc(OC)c(OC)c2)cc1 (configuration not stated) | -16 | -15 | 2 | 9 | -4 | -3 | 0 | -11 | -44 | 9 | -2
O=C(COC(=O)c1ccccc1C(=O)OCC(=O)NCCc1c[nH]c2ccccc12)NCCc1c[nH]c2ccccc12 | -1 | -5 | -8 | -8 | -1 | . | 1 | 17 | 43 | -57 | -20
C=CCn1c(O)c(N=NC(=S)Nc2ccc(OC)c(Cl)c2)c2ccccc21 | 7 | -5 | 10 | -5 | -4 | -6 | 6 | -12 | 38 | 17 | 18
CCC(CO)NCc1ccc(OC2CCCC2)cc1 (configuration not stated) | 2 | -5 | 10 | 4 | 0 | 2 | 2 | -16 | -3 | -6 | 5
O=C(c1ccsc1)N1CCCC(N2CCN(c3ccccc3F)CC2)C1 (configuration not stated) | -14 | -6 | -6 | -4 | -1 | 1 | -11 | 12 | 4 | -13 | -2
CCOC(=O)CSc1nc(C2CC2)cc(-c2ccc(Cl)cc2)c1C#N | 2 | -16 | -6 | 2 | 1 | -6 | 7 | 11 | -5 | 19 | 11
COc1ccc(C)cc1S(=O)(=O)Nc1cccnc1 | 1 | -5 | -25 | ? | 4 | 12 | -1 | 3 | -36 | 15 | 12
CC1CN(CCCCN2C(=O)c3ccccc3C2=O)CC(C)O1 (configuration not stated) | -14 | -5 | -14 | 10 | 1 | -7 | 4 | 3 | -23 | 16 | 5
Cc1cc(C)cc(C(=O)NC(=S)Nc2ccc(Cc3ccncc3)cc2)c1 | -30 | . | -16 | 3 | -2 | 19 | 0 | 36 | 7 | -36 | 22
CCn1nc(C(=O)NNC(=O)COc2ccccc2C)c2ccccc2c1=O | 4 | -2 | -4 | 4 | 1 | 2 | -7 | 17 | -3 | 23 | -3
O=c1[nH]nc(Cc2ccccc2)c2ccccc12 | 3 | -4 | 4 | 6 | -1 | 7 | 2 | -21 | -11 | 1 | 2
Cc1cccc(N2CC(C(=O)Nc3ccc(S(=O)(=O)Nc4nccs4)cc3)CC2=O)c1C (configuration not stated) | 3 | -2 | 8 | 16 | 0 | . | -11 | -6 | -21 | 9 | -12
Cc1c(N2C(=O)CSC2c2ccco2)c(=O)n(-c2ccccc2)n1C (configuration not stated) | -11 | -3 | 2 | 2 | -5 | 6 | -2 | -5 | -24 | -3 | 12
CC(=O)N1CCOc2ccc(S(=O)(=O)Nc3ccc(C)cn3)cc21 | 19 | 0 | 15 | -1 | -3 | 0 | -8 | -7 | -2 | 4 | 10
COc1ccc(S(=O)(=O)N2CCCCCC2)cc1C(=O)N1CCN(c2ccc(F)cc2)CC1 | -13 | -7 | 0 | -17 | . | 3 | -6 | 7 | 0 | 8 | 25
C[C@H](NC(=O)Nc1cccc(Br)c1)C(=O)O | -15 | -1 | -7 | 0 | 0 | 8 | 1 | 7 | 3 | 12 | 0
Cc1[nH]c(C)c2c(=O)[nH]ncc12 | -31 | 0 | -7 | -10 | -2 | 10 | 11 | 1 | -10 | 15 | 1
COCCN1C(=O)C(=O)/C(=C(/O)c2cccc(OC)c2)C1c1ccc(C)o1 (configuration not stated) | 8 | -4 | -3 | . | 2 | -10 | 5 | -9 | 4 | 7 | 0
Cc1ccc(C(=O)Nc2cccc(NC(=O)c3cccs3)c2)c(C)c1 | -20 | 1 | -5 | -1 | 0 | 10 | 2 | 13 | 1 | -37 | -32
Cc1ccc(CNC(=O)C2CC(c3ccccc3[N+](=O)[O-])=NO2)cc1 (configuration not stated) | -37 | -10 | 4 | -2 | 3 | 15 | -6 | -35 | -40 | -5 | -18
COC(=O)C(Cc1ccccc1)NCC(=O)Nc1cccc(Cl)c1C (configuration not stated) | -3 | -19 | -4 | -19 | 1 | -6 | -1 | 12 | -8 | 8 | 16
COc1ccc(C(CNC(=O)C(CCSC)NC(=O)c2ccccc2Cl)N2CCCCC2)cc1 (configuration not stated) | 22 | -15 | -6 | 0 | 2 | -1 | 6 | -9 | 6 | -2 | -8
O=C(NCc1ccc2c(c1)OCO2)c1ccc(NC(=O)C2CCCO2)cc1 (configuration not stated) | -3 | -6 | -3 | 1 | -2 | 6 | 4 | -5 | -12 | 5 | -15

Shown in CSV form: three of the compounds above
mol,NR2E3 ag-1,CaV13 FRET inh,KKLEB cytotox,Vif inh,NR2E3 ag-2,MITF TRPM1 inh,PDI turbidity,CF NFkB block,Shn3 3UTR inh,HIF-2a inh,Peg3 prom inh
Cc1cc(C)cc(C(=O)NC(=S)Nc2ccc(Cc3ccncc3)cc2)c1,-30,.,-16,3,-2,19,0,36,7,-36,22
COC(=O)C(Cc1ccccc1)NCC(=O)Nc1cccc(Cl)c1C (configuration not stated),-3,-19,-4,-19,1,-6,-1,12,-8,8,16
Cc1cccc(N2CC(C(=O)Nc3ccc(S(=O)(=O)Nc4nccs4)cc3)CC2=O)c1C (configuration not stated),3,-2,8,16,0,.,-11,-6,-21,9,-12

Other compounds
SMILES | NR2E3 ag-1 | CaV13 FRET inh | KKLEB cytotox | Vif inh | NR2E3 ag-2 | MITF TRPM1 inh | PDI turbidity | CF NFkB block | Shn3 3UTR inh | HIF-2a inh | Peg3 prom inh
O=C(CN1C(=O)NC2(CCOc3ccccc32)C1=O)c1ccc(F)c(F)c1 (configuration not stated) | -13 | -4 | 3 | -1 | -3 | 12 | -3 | -33 | 3 | 18 | -1
O=C(CCNC(=O)c1ccc(Br)cc1)NC1CCCCCC1 | 0 | -5 | -8 | 0 | 4 | 2 | -3 | 7 | 5 | 4 | 11
O=C(CN1C(=O)NC2(CCCC2)C1=O)NNC(=O)c1ccccc1 | 1 | -2 | 7 | 6 | -1 | -6 | 16 | 13 | 7 | 9 | -4
CCCCn1c(/N=C/c2c[nH]c3ccccc23)nc2ccccc21 | -20 | . | 1 | -3 | -1 | 24 | 4 | 10 | 2 | -25 | 24
COc1ccccc1Oc1ccccc1C(=O)O | 6 | -6 | 8 | -7 | 1 | 11 | 7 | -1 | -2 | 0 | 14
NCCC1CN(C(=O)OCc2ccccc2)c2ccccc21 (configuration not stated) | -3 | -9 | -18 | 0 | . | -4 | -4 | 0 | -18 | -126 | -112
O=C(C[n+]1ccccc1)N/N=C/c1ccccc1[N+](=O)[O-] | -1 | -6 | 13 | -11 | -4 | 19 | 15 | -3 | 2 | 6 | -16
CN(CCCNC(=O)C1CCN(S(=O)(=O)c2cccc3nsnc23)CC1)Cc1ccccc1 | -2 | -2 | 4 | -1 | -1 | 3 | 2 | -2 | 0 | 9 | 10
Cc1occc1C(=O)Nc1cc(S(=O)(=O)N2CCOCC2)ccc1OC(C)C | 3 | -2 | 3 | 11 | 1 | -10 | -8 | 23 | -2 | 7 | 3
CCCCN(C)C(=O)c1nc2ccccn2c1CN1CCN(C(=O)c2cccs2)CC1 | 4 | -3 | 9 | 0 | 2 | 14 | 7 | 5 | 15 | -1 | -1
CCOC(=O)N1CCN(Cc2nc3ccc([N+](=O)[O-])cc3c(=O)n2-c2ccc(OC)cc2OC)CC1 | 12 | -20 | -3 | -16 | -2 | 8 | -3 | 8 | 16 | 6 | 16
CC(C)N1CCC1(C)C(=O)Nc1nc2ccccc2[nH]1 (configuration not stated) | 0 | -7 | 17 | 4 | . | . | 18 | -20 | -22 | -3 | -5
O=C(CC1SC(N2CCCCC2)=NC1=O)Nc1cccc(C(F)(F)F)c1 (configuration not stated) | -2 | -4 | -4 | -9 | 2 | 1 | -11 | 13 | -14 | 8 | 23
COc1ccc(CC(=O)NCC(=O)N/N=C/c2c[nH]c3ccccc23)cc1 | 15 | -3 | 1 | 9 | 2 | 0 | 2 | -2 | -6 | 13 | -5
CC(=C\c1ccco1)/C=C(\C#N)C(=O)NCCc1c[nH]c2ccccc12 | -3 | -2 | -9 | 0 | -1 | -1 | 12 | 1 | 8 | 22 | 9
N#Cc1ccc(OCC(O)CN2CCC(C(O)(c3ccccc3)c3ccccc3)CC2)cc1 (configuration not stated) | 9 | -3 | -2 | -3 | 2 | 0 | -3 | 8 | 3 | 22 | -20
CSCC[C@H](NC(=O)[C@H](Cc1ccccc1)n1c(=O)[nH]c2ccccc2c1=O)C(=O)N1CCC[C@H]1C(=O)O | -1 | . | 22 | -5 | 4 | 8 | . | -12 | 6 | 2 | -5
COc1ccc(C(C)=O)cc1CC(=O)NCCCn1ccnc1 | -11 | -4 | 2 | 4 | 8 | 3 | 6 | -17 | -11 | 11 | 6
CC[C@@H]1[C@H]2CCCC(=O)N3CC[C@@H](C[C@H]1O)[C@@H]23 | -9 | -11 | -6 | -2 | -1 | -3 | 6 | 18 | -20 | 5 | -7
NNc1nc(-c2ccccc2)nc2sc3c(c12)CCCC3 | -63 | -3 | -26 | 2 | 3 | -17 | -16 | -2 | 2 | -91 | -200
COc1ccc(CCn2c(O)c(C3=c4ccccc4=NC3=O)sc2=S)cc1OC | -27 | -9 | -2 | 0 | 6 | 4 | 9 | 23 | 0 | 10 | 4
CCOc1ncccc1C(=O)OCC(=O)NCc1cccs1 | -6 | -5 | 7 | -2 | . | -5 | -1 | -1 | -10 | 11 | 12
O=C(COc1ccccc1)c1cn(CC(=O)N2CCCC2)c2ccccc12 | -3 | -4 | -7 | 1 | 5 | 2 | 2 | 3 | 20 | 3 | -6

Source: PubChem BioAssay
